TRHR enhancer – allosterically enhances the human TRH receptor; AID 493056; TRHR cells, fluo-8 calcium fluorescence, EC20 TRH enhancement; enhancement, % at 2 µM; 0.66% of 360,000 active; P34981; in the data active = enhancement above about 30%; also: 0% is about no effect
Target sequence (P34981 whole entry, looked up): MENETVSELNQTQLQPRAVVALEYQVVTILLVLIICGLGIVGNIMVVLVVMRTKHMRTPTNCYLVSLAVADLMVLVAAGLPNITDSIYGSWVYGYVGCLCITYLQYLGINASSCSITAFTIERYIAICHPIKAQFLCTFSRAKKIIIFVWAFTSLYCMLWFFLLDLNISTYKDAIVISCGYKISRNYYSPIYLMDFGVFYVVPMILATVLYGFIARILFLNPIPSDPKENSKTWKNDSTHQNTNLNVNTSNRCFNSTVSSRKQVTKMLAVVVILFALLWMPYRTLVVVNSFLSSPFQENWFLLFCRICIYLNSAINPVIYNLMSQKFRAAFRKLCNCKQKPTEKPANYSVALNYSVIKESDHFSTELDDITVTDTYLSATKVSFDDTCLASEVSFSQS
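TRHR-expressing cells loaded with fluo-8 calcium dye were read kinetically (ex 480/em 530) during compound addition, then stimulated with an EC20 of TRH (10 nM final). Enhancement of the Gq-mediated intracellular calcium response was scored.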
D1 antag – human D1 dopamine receptor antagonism | 3.2% of 360,000 active | P21728 | activity change, negative = inhibition, % at 10 µM | AID 504652 | HEK293 TREx D1 cells, calcium flux, dopamine EC80; active compounds read low; in the data active = activity change below about -30%; also: % is scaled to controls: 0 for no effect and ±100 for the full control effect
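Inducible Hek293 Trex D1 cells (tetracycline, overnight, 30 C). Calcium dye 30–90 min RT. Antagonist mode: EC80 dopamine added after 180 s compound read.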
RXFP1 antagonist – RXFP1 (human) relaxin receptor antagonism | Q9HBX9 | AID 1259400 | HEK293-RXFP1, relaxin-stimulated cAMP HTRF, 30 min; active compounds read low | activity change, negative = inhibition, % at 57.5 µM | 0.59% of 350,000 active;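 active = activity change of -60% or lower, but not beyond a set lower limit; inconclusive = change between -60% and -40%, or beyond the set limit; inactive = change above -40%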; also: % is scaled to controls: 0 for no effect and ±100 for the full control effect
D2 ag – D2 dopamine receptor (human) agonism; HEK293 T-REx D2 cells, calcium flux agonist mode; P14416; 0.53% of 340,000 active; activation, % at 2 µM; AID 485358;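 active = activation over 3 SD above normal in the single-dose calcium agonist read, cut at about 30% in these data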; also: 0% is about no effect
Target sequence (P14416 whole entry, looked up): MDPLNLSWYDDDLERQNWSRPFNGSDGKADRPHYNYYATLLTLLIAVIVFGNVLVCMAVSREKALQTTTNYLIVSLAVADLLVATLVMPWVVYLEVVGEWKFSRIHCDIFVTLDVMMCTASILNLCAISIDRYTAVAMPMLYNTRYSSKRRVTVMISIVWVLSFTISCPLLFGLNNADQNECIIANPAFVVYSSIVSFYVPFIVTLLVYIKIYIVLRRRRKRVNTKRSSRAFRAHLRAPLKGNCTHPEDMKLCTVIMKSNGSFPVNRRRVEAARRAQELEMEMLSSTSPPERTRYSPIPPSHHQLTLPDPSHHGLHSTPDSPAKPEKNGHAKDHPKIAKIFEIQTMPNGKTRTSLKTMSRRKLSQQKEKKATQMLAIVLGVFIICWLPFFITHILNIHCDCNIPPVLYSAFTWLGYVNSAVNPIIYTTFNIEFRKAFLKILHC
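HEK293 Trex D2 cells, tetracycline-induced, o/n 30 C 5% CO2; no-wash Ca dye, RT 30–90 min; 10-cycle baseline, 23 nl cpd added, kinetic Ca read 180 s; agonist hits = positive Ca response.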
TRHR agonist – activates the human TRH receptor; 0.18% of 360,000 active; AID 493084; P34981; TRHR cells, calcium flux fluo-8, FDSS agonist mode; activation, % at 2 µM; also: 0% is about no effect
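TRHR-expressing cells loaded with fluo-8 calcium dye; 23 nL library compound pin-transferred, kinetic FDSS fluorescence (Ex 480/Em 530) recorded about 180 s for agonist-induced calcium release, before a 10 nM TRH EC20 addition for potentiator mode.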
D1 PAM – enhances dopamine response at the human D1 receptor | P21728 | HEK293 TREx D1 cells, calcium flux, dopamine EC20 potentiation | potentiation, % at 10 µM | 0.036% of 360,000 active | AID 504651; in the data active = potentiation above about 30%; also: 0% is about no effect
D1 agonist – human D1 receptor agonism; P21728; 1% of 360,000 active; HEK293 T-REx D1 cells, calcium flux, agonist mode; activation, % at 2 µM; AID 504660; also: 0% is about no effect
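Tetracycline-induced HEK293 TREx D1 cells, force-coupled to calcium signalling, were dye-loaded with a no-wash calcium kit. Compound was pin-added after a 10 s baseline. Fluorescence was read kinetically at 1 cycle/s for 180 s, with calcium rises flagged as agonism.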
D2 PAM – D2 dopamine receptor (human) potentiation | P14416 | HEK293 T-REx D2, calcium flux, EC20 dopamine potentiation | potentiation, % at 10 µM | 0.34% of 340,000 active;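 active = potentiation over 3 SD above the plate norm, cut at about 30% in these data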; also: 0% is about no effect
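Potentiation of an EC20 dopamine calcium response measured kinetically over 180 s, after a preceding 180 s compound-only read flagging agonists. Cells: inducible Hek293 Trex D2 line, 4000/well, cultured overnight at 30 C before dye loading.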
D2 antagonist – D2 dopamine receptor (human) antagonism; HEK293 TREx D2 cells, calcium flux, dopamine EC80; AID 485344; 2% of 340,000 active; inhibition, % at 10 µM; in the data active = inhibition above about 30%; also: 0% is about no effect
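Dopamine at EC80 is the agonist stimulus; test compounds precede it by 180 s. Calcium flux read kinetically in a force-coupled, inducible HEK293 T-REx D2 cell line.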
Numbers without * were called inactive; ? = inconclusive; nt = no result given; & = joins results of further samples. Rule as the data show it, unless noted: active = activation above about 30%; inactive = the rest.

SMILES	TRHR enhancer	D1 antag	RXFP1 antagonist	D2 ag	TRHR agonist	D1 PAM	D1 agonist	D2 PAM	D2 antagonist
CC12CCC(C1)C(C)(C)C2OC(=O)c1ccccc1C(=O)O (centres undefined)	5	4	1	0.2	0.3	3	4	-2	-11
CSCCC(NC(=O)c1ccccc1Cl)C(=O)Nc1ccc(C)c(S(=O)(=O)N2CCOCC2)c1 (centres undefined)	-2	-15	-22	0.1	-0.3	-10	17	-10	2
Cc1cc(=O)[nH]c(-n2[nH]c(C)cc2=O)n1	-3	-3	4	0.5	0.2	2	1	-1	4
CCOC(=O)N1CCC(NC(=O)c2ccc(CNS(=O)(=O)c3ccc(F)cc3)cc2)CC1	-7	-34*	1	-1.6	0.0	-5	4	-32	4
CCCCN1CC2=C(C1=O)C(c1ccc(O)cc1)NC(=O)N2C (centres undefined)	0	8	10	-0.4	1.9	-7	2	3	-3
O=c1c2ccccc2nc2n1CCN2Cc1ccc(Cl)cc1	13	-22	-13	0.5	-0.9	-7	9	18	15
Cc1c(Cl)cccc1N(CC(=O)NC1CCCCC1)S(C)(=O)=O	12	-5	-14	72*	0.5	-5	4	-24	-12
COc1ccc(C2=NOC(C(=O)NCc3cccs3)C2)cc1OC (centres undefined)	1	-12	-4	0.4	-0.4	-5	2	1	-11
COc1ccc(S(=O)(=O)N2CCCCCC2)cc1C(=O)N(C)Cc1ccc(OC)c(OC)c1OC	-9	17	-7	-0.8	-0.4	-3	0	-7	9
O=C(CCn1nc(-c2ccc(Cl)cc2)c2ccccc2c1=O)Nc1cccnc1	-8	22	-21	-0.5	-1.2	-5	0	10	-5
CCCCN(Cc1ccccc1)C(=O)c1oc(=O)c2ccccc2c1-c1ccc(C)cc1	-2	8	nt	0.9	0.8	-2	5	2	nt
Cc1csc2ncnc(N3CCN(S(=O)(=O)c4cccc(C(F)(F)F)c4)CC3)c12	-2	6	-18	0.2	0.2	0	7	25	-11
COc1ccccc1CCNC(=O)CSc1nnc2ccc(-c3ccncc3)nn12	3	10	18	-1.8	-0.4	-3	0	-2	-21
O=C(COc1ccc(Br)cc1)N(Cc1ccco1)C1CCS(=O)(=O)C1 (centres undefined)	-3	-8	-14	0.4	0.3	-1	0	-1	-1
CCOC(=O)c1c(NC(=O)CC(C)C)sc(C(C)=O)c1C	0	53	-15	1.1	0.4	-4	1	37*	7
C=CCn1c(COc2ccc(Cl)cc2)nnc1SCC(=O)N/N=C/c1cccc(O)c1	-10	-1	-22	-0.5	-0.3	-1	0	-2	-4
COc1ccc(NC(C)C(=O)N/N=C/c2ccc([N+](=O)[O-])s2)cc1 (centres undefined)	5	-5	-7	2.7	0.0	7	3	16	-5
COc1cc2nc(N(CCCN(C)C)C(=O)c3ccc(S(=O)(=O)N(C)C4CCCCC4)cc3)sc2cc1OC	-4	-1	0	0.8	2.4	-2	8	-4	-16
COc1cc(-c2nc(S(=O)(=O)c3ccc(Br)cc3)c(N3CCOCC3)o2)cc(OC)c1OC	1	-7	8	nt	-0.6	-3	4	0	nt
O=C(Nc1ccc(CN2CCCCC2)cc1)c1cccc(Br)c1	-1	-5	?	2.1	1.2	6	8	-9	-20
COc1ccc(/C(C)=N/NC(=O)CNC(=O)C(c2ccccc2)c2ccccc2)c(OC)c1	-6	-5	-23	0.0	0.0	-7	1	-1	0
Cc1ccc(C)c(NC(=S)c2ccc3ccccc3n2)c1	-2	21	-8	0.8	0.3	0	4	-2	-5
CCOC(=O)N1CCN(C(=O)c2ccc(OC)c(S(=O)(=O)N3CCOCC3)c2)CC1	0	6	2	-0.3	0.1	2	2	23	-2
CN(C)S(=O)(=O)c1cccc(C(=O)NCC(=O)NC2CCN(Cc3ccccc3)CC2)c1	2	-8	-14	-0.8	-1.4	0	3	-13	2
CCOC(=O)N1CCC(NC(=O)c2cnn3c2NC(c2ccco2)CC3C(F)(F)F)CC1 (centres undefined)	32*	-2	4	0.2	-0.7	-8	2	-10	26
COC(=O)c1cnc(N2CCN(c3ccccc3OC)CC2)c2ccccc12	-10	-3	nt	nt	-0.5	1	2	3	nt
Cc1cc(C)n2nc(C(=O)N/N=C/c3ccco3)nc2n1	6	8	4	0.3	-0.1	8	8	12	-4
Cc1[nH]c2ccccc2c1C(=O)COc1ccccc1F	5	-5	-5	0.2	-1.4	-5	2	4	-1
COc1ccc(/C=C/c2ccncc2)cc1OC	8	2	-1	0.5	0.0	-4	0	-5	-6
Clc1cccc(C2Nc3cccc4cccc(c34)N2)c1	3	-10	-1	-0.7	-1.5	3	2	-13	13
O=C(NC1CCC(=O)N(CCOc2ccccc2)CC1)OCc1ccccc1 (centres undefined)	1	10	nt	0.5	0.0	0	2	-4	-12
Cc1cccc(N(CC(=O)NCc2ccco2)C(=O)CCC(=O)Nc2ccccn2)c1	-3	-19	0	nt	-0.5	4	0	nt	nt
COc1ccc(CC(C)NS(=O)(=O)c2ccc3c(c2)CCN3S(C)(=O)=O)cc1OC (centres undefined)	6&0	26&-2	39	0.4&-1.2	-0.1&-2.8	-2&0	8&-1	-10&7	12
CCN(CC)S(=O)(=O)c1cccc(C(=O)N[C@@H](C)c2nc3ccccc3[nH]2)c1	-1	-22	nt	-3.9	-0.4	2	4	-16	1
CC(NC(=O)COc1ccc(-c2nnco2)cc1)c1ccc(Cl)cc1Cl (centres undefined)	23	-28	12	-0.7	0.3	0	2	7	9
CC(=O)N(c1ccccc1)c1ccc([N+](=O)[O-])cc1[N+](=O)[O-]	-7	-1	-13	-0.4	-0.9	-4	4	9	-4
COc1cccc2c3c(c(=O)[nH]c12)CCC(C)(C)O3	0	8	-2	-0.5	-0.7	2	1	7	-11
CSC1=NC2(CCN(C(=O)NC3CCCCC3)CC2)N=C1c1ccc(C)c(C)c1	4	8	-5	0.9	1.5	-1	3	3	nt
CCCC(=O)OCC(=O)NCc1ccc(Cl)cc1	6	11	-5	1.1	-0.9	-3	2	-3	2
O=C(O)c1c2c(nc3ccccc13)-c1ccccc1CC2	8	-20	4	nt	1.4	-5	2	nt	nt
CC(=O)c1cc2c(cc1N(C(=O)Cn1nnc3ccccc31)C(C(=O)NCCC(C)C)c1cccnc1)OCO2 (centres undefined)	-4	-1	-4	-0.4	-0.4	1	1	-2	9
CCNC(=S)N(CCc1c(C)[nH]c2ccc(OC)cc12)Cc1cccnc1	8	-4	-2	-0.8	-0.4	-3	-1	33*	-19
Nc1nc(SCC(=O)Nc2c(Br)cc([N+](=O)[O-])cc2Br)n[nH]1	4	4	20	0.3	0.7	5	2	8	-6
O=c1[nH]c(SCc2ccc([N+](=O)[O-])cc2)nc2c1CCCC2	0	7	-1	nt	0.6	-2	3	-23	nt
COc1ccc(-n2nnnc2SCC(=O)Nc2ccccc2N2CCOCC2)cc1OC	4	18	0	-0.1	0.1	6	4	7	1
Cc1ccc(S(=O)(=O)Nc2cccc(/C=C/C(=O)O)c2)cc1	-2	1	-9	-1.0	1.1	-4	2	5	23
O=C(NCCO)c1cc2c([nH]c3ccccc32)c(-c2ccc(F)cc2)n1	1	-2	3	1.0	-0.4	-5	1	8	-9
Cc1ccc(N2CC(C(=O)Nc3nnc(SCC(=O)NCC4CCCO4)s3)CC2=O)cc1C (centres undefined)	-5	8	-6	-0.3	0.3	1	1	-3	6
CCCC1=Nc2cc(C(=O)N3CCC(C)CC3)ccc2Sc2ccc(C)cc21	3	1	nt	nt	-1.3	-1	0	0	nt
C[C@H](NC(=O)c1nc[nH]c1C(=O)NCCCCCNC(=O)OC(C)(C)C)C(=O)OC(C)(C)C	15	12	nt	0.0	-0.2	1	6	10	-2
COc1ccc(-c2cc(C(=O)NC(C)c3ccccn3)c3ccccc3n2)cc1OC (centres undefined)	12	-3	9	0.2	0.9	1	2	44*	-29
Cc1cccc(CNCc2ccccc2)c1	-1	-10	-13	-0.3	-0.1	-4	5	-15	-30
CC(=O)N(C)c1ccc(OCC(O)CN(Cc2ccco2)S(=O)(=O)c2ccc(C)cc2)cc1 (centres undefined)	2	-21	9	-0.8	0.2	-7	6	-4	10
O=C(COc1ccc(F)cc1Cl)Nc1ccc(N2CCOCC2)cc1N1CCOCC1	20	2	-20	0.2	0.0	-4	2	17	12
Cc1ccc(S(=O)(=O)N2CCc3cc4c(cc3C2C)OCCCO4)cc1 (centres undefined)	-2	-8	-5	nt	-1.5	0	9	nt	nt
Cc1ccc(COCC(CC(C)C)N2CCN(C(=O)c3cccc(C(F)(F)F)c3)CCC2=O)cc1 (centres undefined)	-6	3	nt	1.1	1.1	-5	0	1	-7
COC(=O)c1ccccc1NC(=O)c1nc(SCc2ccccc2C)ncc1Cl	-4	-1	-1	nt	1.2	3	1	10	nt
CC(Cc1n[nH]c(=S)o1)c1ccccc1 (centres undefined)	2	-3	-4	1.3	0.0	4	3	-3	4
O=C(NCc1nc2ccccc2n1Cc1ccccc1Cl)c1ccccc1	-11	0	0	nt	-1.0	-2	-2	3	nt
Cc1nn(Cc2c(F)cccc2Cl)c(C)c1NC(=O)C1CC1	0	3	3	-4.9	0.3	3	5	11	-12

In the list so far, four contain a nitro group on carbon.
SMILES	TRHR enhancer	D1 antag	RXFP1 antagonist	D2 ag	TRHR agonist	D1 PAM	D1 agonist	D2 PAM	D2 antagonist
COc1ccc(NC(C)C(=O)N/N=C/c2ccc([N+](=O)[O-])s2)cc1 (centres undefined)	5	-5	-7	2.7	0.0	7	3	16	-5
CC(=O)N(c1ccccc1)c1ccc([N+](=O)[O-])cc1[N+](=O)[O-]	-7	-1	-13	-0.4	-0.9	-4	4	9	-4
Nc1nc(SCC(=O)Nc2c(Br)cc([N+](=O)[O-])cc2Br)n[nH]1	4	4	20	0.3	0.7	5	2	8	-6
O=c1[nH]c(SCc2ccc([N+](=O)[O-])cc2)nc2c1CCCC2	0	7	-1	nt	0.6	-2	3	-23	nt

The listing continues:
SMILES	TRHR enhancer	D1 antag	RXFP1 antagonist	D2 ag	TRHR agonist	D1 PAM	D1 agonist	D2 PAM	D2 antagonist
CC(C)N(Cc1ccccc1)C(=O)COC(=O)c1cnccn1	7	-17	-3	2.0	0.6	6	2	-18	-17
COc1ccc(CN(C)C(=O)c2[nH]c(C)c(C(C)=O)c2C)cc1F	-5	-11	3	1.2	2.5	-15	9	0	-3
Cc1cc(NC(=O)CSc2ccc3nnc(-c4ccc(Cl)cc4)n3n2)no1	-1	-21	-20	-1.4	-0.3	-6	0	-2	0
Cc1ccc(NCC(=O)N/N=C/c2ccncc2)cc1	0	1	-2	-1.6	-0.4	-1	4	4	49*
CCOc1ccc(C2C(C(=O)c3ccc(C)o3)=C(O)C(=O)N2CCCN(CC)CC)cc1 (centres undefined)	18	-14	-4	-0.6	-0.5	0	2	-8	-3
COc1ccc(C2=NS(=O)(=O)N(C)C(C(=O)N(C)Cc3ccccc3)=C2)cc1OC	-2&-2	-1&-8	0&-10	-0.1&-0.7	-0.5&0.5	-12&0	8&5	3&-5	-13

Source: PubChem BioAssay
